PLC-beta3 inh: PLC-beta3 (human) inhibition, primary screen; inhibition, % at 12.2 µM; Purified PLC-beta3, fluorogenic substrate, fluorescence; 0.18% of 370,000 active; AID 720704; Q01970; in the data active = inhibition above about 11%;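 note: 0% = median of compound wells on plate and 100% = full blocker control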
GAA850 FXN act: activators of GAA850 frataxin (FXN) promoter; AID 540364; 0.56% of 360,000 active; activation, % at 6 µM; HEK293 lucGAA850 FXN promoter luciferase reporter, 24 h; percent of 10 µM SAHA response;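 active = activation above the average of all compounds screened plus 3 SD, cutoff fixed separately per campaign, cut at about 7.5% in these data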;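 note: 0% = DMSO wells and 100% = 10 µM SAHA wells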
hcDAF12 agonist: activators of H. contortus DAF-12 nuclear receptor; HEK293 hcDAF-12 lit1-tk-luc reporter, luminescence; 0% DMSO, 100% Δ7-dafachronic acid; activation, % at 6.8 µM; 1.4% of 370,000 active;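 active = activation above the mean of all tested compounds plus 3 SD, cut at about 5.5% in these data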;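 note: 100% = response to 3 µM Δ7-dafachronic acid high control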
SMARCA2 activ: increases SMARCA2 function in MMTV reporter cells; MG213 cells, MMTV-luciferase reporter, dexamethasone, overnight; activation, % at 9.1 µM; 1% of 370,000 active; in the data active = activation above about 7.8%;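 note: 0% = vehicle wells and 100% = reference activator wells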
sPLA2-III inh: Inhibits HGIII-sPLA2 liposome hydrolysis, primary screen | 0.56% of 370,000 active | AID 743126 | QFRET BODIPY PC-A2 liposome hydrolysis, fluorescence | Q9NZ20 | inhibition, % at 12.2 µM;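 active = inhibition above mean plus 3 SD of compounds lying within the high and low control bounds, cut at about 19% in these data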;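 note: 0% = median of test compound wells and 100% = no enzyme DMSO wells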
Target sequence (Q9NZ20 whole entry, looked up): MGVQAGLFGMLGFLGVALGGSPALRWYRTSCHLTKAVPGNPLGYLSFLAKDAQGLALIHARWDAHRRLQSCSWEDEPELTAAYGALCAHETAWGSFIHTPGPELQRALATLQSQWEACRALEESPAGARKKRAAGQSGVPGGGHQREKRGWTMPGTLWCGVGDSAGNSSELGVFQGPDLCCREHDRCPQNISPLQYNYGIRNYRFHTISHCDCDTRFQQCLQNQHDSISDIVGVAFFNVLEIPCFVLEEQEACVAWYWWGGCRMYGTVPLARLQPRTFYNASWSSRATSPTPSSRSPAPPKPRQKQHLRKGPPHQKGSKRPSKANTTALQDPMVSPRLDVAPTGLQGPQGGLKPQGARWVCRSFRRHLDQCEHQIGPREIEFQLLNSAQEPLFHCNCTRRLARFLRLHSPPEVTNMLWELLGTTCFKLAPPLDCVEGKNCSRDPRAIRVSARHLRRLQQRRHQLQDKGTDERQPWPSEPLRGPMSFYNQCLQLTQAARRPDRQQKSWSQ
DAX1 inh-1: blocks DAX1 repression of SF-1 activated StAR promoter. HEK293T StAR-luciferase reporter, SF-1/DAX-1 repression relief. inhibition, % at 6.8 µM. 1.1% of 370,000 active. AID 652010;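 active = inhibition above the mean over all tested compounds plus 3 SD, cut at about 3.6% in these data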;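 note: 0% = DAX-1 cells with DMSO and 100% = cells lacking DAX-1 with DMSO; higher inhibition means more luminescence from relief of DAX-1 repression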
NR1D1 modulator: modulates human Rev-erb alpha binding to DNA | P20393 | Rev-erbα–FITC-DNA binding, fluorescence polarization, 90 min | activity, % at 10 µM | 0.79% of 370,000 active;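 active = activity above about 14%, limit read from the data; passing the limit was not always enough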;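 note: 0% = DMSO wells with 35 nM protein and 100% = DMSO wells with 750 nM protein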
ssDAF12 agonist: S. stercoralis DAF-12 activation, primary screen; HEK293 ssDAF-12/GRIP1 lit1-tk-luc reporter, luminescence; % of 3 µM dafachronic acid response; AID 652126; 1% of 370,000 active; activation, % at 6.8 µM;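 active = activation above the mean over all tested compounds plus 3 SD, cut at about 0.9% in these data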;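 note: 0% = DMSO-only wells and 100% = 3 µM delta7-dafachronic acid wells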
PG9 Ab binder: binds the HIV-1 gp120 antibody PG9. TR-FRET gp120-PG9 antibody binding. inhibition, % at 6.7 µM. 0.43% of 360,000 active; in the data active = inhibition above about 8.5%
hgDAF-12 ag: agonists of H. glycines DAF-12 nuclear receptor; HEK293 GAL4-hgDAF12 UAS-luciferase reporter, agonist luminescence; normalized to butyrate control; activation, % at 6.8 µM; 1.8% of 370,000 active;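 active = activation above a cutoff set at the mean of all screened compounds plus 3 SD, cut at about 10% in these data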;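 note: 0% = DMSO wells and 100% = sodium butyrate wells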
DAX1 inh-2: NR0B1 (DAX1) inhibition; AID 504766; inhibition, % at 6.75 µM; 0.99% of 340,000 active; P51843; HEK293 Gal4-DAX1 luciferase reporter, luminescence;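 active = inhibition above the mean over all tested compounds plus 3 SD, cut at about 4.2% in these data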;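 note: 0% = DAX1-transfected cells with DMSO and 100% = empty-vector control cells with DMSO; inhibition shows as a rise in luminescence from relieved DAX1 repression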
Target sequence (P51843 207-470 limits assumed): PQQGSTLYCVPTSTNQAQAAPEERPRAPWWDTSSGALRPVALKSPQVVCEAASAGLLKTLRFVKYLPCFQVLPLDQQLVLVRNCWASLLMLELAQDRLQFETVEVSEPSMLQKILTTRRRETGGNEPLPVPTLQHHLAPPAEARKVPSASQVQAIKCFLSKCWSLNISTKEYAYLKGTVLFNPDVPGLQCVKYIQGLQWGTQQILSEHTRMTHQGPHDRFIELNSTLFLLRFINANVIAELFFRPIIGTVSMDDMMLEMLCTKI
* = called active by the depositor; i = inactive; . = no result given. Compounds were not picked by outcome; overall some 7% were active at least once.

Each structure is followed by: PLC-beta3 inh	GAA850 FXN act	hcDAF12 agonist	SMARCA2 activ	sPLA2-III inh	DAX1 inh-1	NR1D1 modulator	ssDAF12 agonist	PG9 Ab binder	hgDAF-12 ag	DAX1 inh-2
- COc1ccc(CNC(=O)Cc2cccs2)cc1OC
    -5.3	0.6	-0.1	-0.2	9.3	0.0	2.4	-1.0	-1.2	0.9	2.7
- Cc1cc(C)n2c(Br)c(CSc3nc4ccccc4o3)nc2n1
    -112.1	5.8	0.8	4.1	-4.2	0.8	-12.7	-0.6	-0.2	6.8	-0.5
- CC(C)(C)CC(C)(C)Nc1c(-c2ccc(O)cc2)nc2cnccn12
    i	-2.2	-2.6	0.9	-14.4	-0.9	4.5	-2.0	2.5	0.6	2.1
- CC(=O)Nc1cccc(NC(=O)Cc2cccs2)c1
    -7.4	0.4	0.1	2.4	-0.2	0.2	-6.2	-0.8	0.4	-0.2	0.1
- COc1cc(Br)cc(CNc2ccc(F)c([N+](=O)[O-])c2)c1O
    -2.4	-0.9	-1.5	1.3	-32.1	-0.7	0.8	-0.5	-1.8	-1.5	0.7
- COC(=O)c1ccc(NC(=O)CN2C(=O)C3C4C=CC(C4)C3C2=O)cc1 (stereo unspecified)
    7.4	1.7	2.6	-3.3	-2.9	0.3	-5.2	-0.7	-2.3	0.9	-0.9
- Cc1ccc(C(=O)N2CC(=O)Nc3ccc(F)cc3C2c2ccc(F)cc2)cc1[N+](=O)[O-] (stereo unspecified)
    7.4	2.3	0.8	-1.9	-1.2	-0.7	0.7	-1.6	0.8	-0.3	-1.0
- O=C(CCCn1nnc2ccccc2c1=O)N[C@H](C(=O)O)c1ccccc1
    -8.9	-0.1	0.9	-0.9	-2.3	0.5	-1.1	-1.1	-0.8	0.0	1.9
- O=C(CCC1N=C2c3ccccc3N=C(SCC(=O)NCc3ccco3)N2C1=O)NCc1ccco1 (stereo unspecified)
    -21.1	-0.1	-0.8	1.2	2.6	-0.6	0.6	-1.8	-2.5	-1.2	3.0
- Cc1ccc(S(=O)(=O)N2CCN(C(=O)c3cccc(-n4cccc4)c3)CC2)cc1
    -2.1	0.1	-2.6	2.5	-29.2	-1.2	-10.8	-1.2	0.7	1.1	0.0

(list continues)
Each structure is followed by: PLC-beta3 inh	GAA850 FXN act	hcDAF12 agonist	SMARCA2 activ	sPLA2-III inh	DAX1 inh-1	NR1D1 modulator	ssDAF12 agonist	PG9 Ab binder	hgDAF-12 ag	DAX1 inh-2
- COC(=O)c1ccc(COC(=O)c2cnc(Cl)c(Cl)c2)cc1
    -3.7	3.1	-0.8	0.1	4.9	0.4	0.5	0.0	-1.4	2.1	1.1
- CCOC(=O)c1nnn(-c2nonc2-c2ccccc2)c1C
    5.2	0.3	-1.1	3.9	6.3	-0.1	-0.2	-1.4	-1.1	0.8	-0.9
- CC(Oc1ccccc1F)C(=O)NNC(=O)C1CC(=O)N(c2ccc3c(c2)OCCO3)C1 (stereo unspecified)
    1.5	0.8	-0.9	1.6	-2.8	-0.4	2.6	-1.1	0.5	-0.6	-0.4
- COc1cc(SC)ccc1C(=O)NC1CCCCC1
    0.5	0.6	-1.7	-1.7	-2.1	0.8	-5.0	-1.1	-1.0	3.4	0.0
- COc1ccc(C(=O)Cn2nnc(-c3ccc(N4CCOCC4)cc3)n2)cc1OC
    -1.8	-1.1	-2.5	-0.2	-28.2	-0.8	-2.4	-1.5	3.2	-1.8	0.7
- Oc1cccc(C(=S)N2CCCCC2)c1
    -0.9	1.1	-1.4	-1.4	-5.3	-0.2	-4.4	-1.2	-1.1	0.0	0.1
- COc1ccc(/C=N/NC(=O)CCn2cnc(-c3ccccc3)c2-c2ccccc2)cc1OC
    -0.5	-3.8	-2.4	-0.1	-25.5	-1.5	3.1	-1.4	-1.3	1.1	-1.2
- CCCCNC(=O)CCSc1ccc(C)cc1
    5.1	-0.6	-0.9	-1.1	-2.5	-0.1	-0.2	-1.0	-2.0	0.7	-0.2
- CS(=O)(=O)c1ccc(CNC(=O)C2(C(F)(F)F)C/C(=C\Cc3ccccc3)CCCO2)cc1 (stereo unspecified)
    -0.3	1.2	-1.2	0.4	2.9	-0.8	-4.2	-1.3	-0.8	-0.9	1.9
- NC(=O)N=Nc1c2[nH]c3ccccc3nc-2c2ccccc12
    -3.7	-1.9	-0.9	7.0	9.7	-1.6	-3.2	-1.1	-2.6	-2.0	.

Given as labelled records: part of the list above.
Compound: CC(Oc1ccccc1F)C(=O)NNC(=O)C1CC(=O)N(c2ccc3c(c2)OCCO3)C1 (stereo unspecified)
  PLC-beta3 inh: 1.5
  GAA850 FXN act: 0.8
  hcDAF12 agonist: -0.9
  SMARCA2 activ: 1.6
  sPLA2-III inh: -2.8
  DAX1 inh-1: -0.4
  NR1D1 modulator: 2.6
  ssDAF12 agonist: -1.1
  PG9 Ab binder: 0.5
  hgDAF-12 ag: -0.6
  DAX1 inh-2: -0.4
Compound: COc1cc(SC)ccc1C(=O)NC1CCCCC1
  PLC-beta3 inh: 0.5
  GAA850 FXN act: 0.6
  hcDAF12 agonist: -1.7
  SMARCA2 activ: -1.7
  sPLA2-III inh: -2.1
  DAX1 inh-1: 0.8
  NR1D1 modulator: -5.0
  ssDAF12 agonist: -1.1
  PG9 Ab binder: -1.0
  hgDAF-12 ag: 3.4
  DAX1 inh-2: 0.0
Compound: COc1ccc(C(=O)Cn2nnc(-c3ccc(N4CCOCC4)cc3)n2)cc1OC
  PLC-beta3 inh: -1.8
  GAA850 FXN act: -1.1
  hcDAF12 agonist: -2.5
  SMARCA2 activ: -0.2
  sPLA2-III inh: -28.2
  DAX1 inh-1: -0.8
  NR1D1 modulator: -2.4
  ssDAF12 agonist: -1.5
  PG9 Ab binder: 3.2
  hgDAF-12 ag: -1.8
  DAX1 inh-2: 0.7
Compound: Oc1cccc(C(=S)N2CCCCC2)c1
  PLC-beta3 inh: -0.9
  GAA850 FXN act: 1.1
  hcDAF12 agonist: -1.4
  SMARCA2 activ: -1.4
  sPLA2-III inh: -5.3
  DAX1 inh-1: -0.2
  NR1D1 modulator: -4.4
  ssDAF12 agonist: -1.2
  PG9 Ab binder: -1.1
  hgDAF-12 ag: 0.0
  DAX1 inh-2: 0.1

Next part.
Each structure is followed by: PLC-beta3 inh	GAA850 FXN act	hcDAF12 agonist	SMARCA2 activ	sPLA2-III inh	DAX1 inh-1	NR1D1 modulator	ssDAF12 agonist	PG9 Ab binder	hgDAF-12 ag	DAX1 inh-2
- COc1ccc(-n2nc(C(=O)NCC(=O)N3CCCCCC3)c3ccccc3c2=O)c(OC)c1
    -16.1	3.5	1.4	0.1	-3.6	0.4	-1.1	-0.7	-2.2	4.8	1.2
- CC1(C(=O)Nc2ccc(F)c(Cl)c2)Cc2c(-c3cccc(C(N)=O)c3)ccnc2O1 (stereo unspecified)
    -0.1	-5.6	-2.5	-4.6	-16.5	-2.2	-7.1	-0.3	0.1	-4.0	.
- COC(=O)CSc1nc(SCc2ccc(C)cc2)nc2c1CCCC2
    1.8	0.1	-1.9	-0.3	-8.9	-0.1	-0.3	-1.7	-1.4	1.6	2.3
- COc1ccc(OC)c(C(=O)COC(=O)COc2ccccc2F)c1
    -21.6	-1.6	-0.5	-0.8	-0.3	-0.9	-0.3	-1.2	-1.3	-0.9	-0.4
- COc1ccc([C@@H]2CC=C(C(=O)O)[C@H](c3ccc(Cl)cc3)N2S(=O)(=O)c2ccc(Cl)cc2)cc1
    -2.2	2.2	-0.9	-0.8	-12.7	0.5	1.4	-1.5	0.8	-0.9	-0.2
- CCOC(=O)Cc1csc(NS(=O)(=O)c2ccc(Cl)cc2)n1
    -5.4	-1.1	1.4	-4.2	-5.1	0.6	0.0	-1.8	-1.8	-1.6	0.9
- Cc1cc(C)nc(SCC(=O)Nc2ncc(C(F)(F)F)cc2Cl)n1
    -3.1	0.1	-1.3	1.0	-6.5	-0.6	-1.3	-1.1	0.4	2.2	-1.0
- Cc1cc(NC(=O)c2ccccc2Cl)n(C(C)(C)C)n1
    0.2	0.9	-1.2	0.6	-7.1	0.0	-0.3	-1.4	-0.6	1.5	.
- Cc1ccnc(NC(c2cccnc2)c2ccc3cccnc3c2O)c1 (stereo unspecified)
    -24.3	0.1	0.6	-5.9	15.9	-0.9	1.2	-1.2	2.2	-8.8	0.1
- CC(=O)Oc1c(C)c2c3c(c1OC(C)=O)[C@@H](C)CC[C@@H]3[C@@H](C)C[C@H]2C=C(C)C
    -9.2	1.2	-1.5	1.4	-8.8	0.2	4.4	-0.9	-2.0	-0.4	0.7

Additional compounds follow:
Each structure is followed by: PLC-beta3 inh	GAA850 FXN act	hcDAF12 agonist	SMARCA2 activ	sPLA2-III inh	DAX1 inh-1	NR1D1 modulator	ssDAF12 agonist	PG9 Ab binder	hgDAF-12 ag	DAX1 inh-2
- Cc1ccc(NC(=O)Cn2nnc(C(=O)NCc3ccc4c(c3)OCO4)c2N)cc1
    -7.3	1.1	-1.9	-2.0	-0.4	-0.6	-1.7	-1.1	-0.7	3.0	-0.6
- COc1cc(NC(=O)CSc2ccc(-c3ccco3)nn2)cc(OC)c1
    -8.8	-2.0	-1.0	-0.8	-13.1	-2.9	-10.0	-1.0	-2.0	-1.6	-0.3
- CCn1c(C)nc2cc(S(=O)(=O)C(F)(F)F)ccc21
    -4.4	2.0	-1.8	-1.8	-0.8	-0.5	-2.1	-1.5	-0.2	-0.3	-0.5
- COc1cc(/C=N/O)cc(Br)c1OS(=O)(=O)c1ccc(C)cc1
    1.3	1.3	-2.7	-2.9	-43.9	-0.2	6.6	-1.3	1.8	-2.6	0.3
- COC(=O)C1=C(C(=O)OC)[C@@H]2N(Cc3ccccc3)c3ccccc3[C@@]23C[C@@H](C(=O)OC)N(C(=O)c2cccs2)C3=N1
    -1.0	-1.7	0.2	-0.2	-2.8	0.2	2.8	-1.3	1.1	-2.8	-0.7
- CC(=O)Nc1ccc(Oc2ccc(-c3noc(C)n3)cc2)cc1
    -3.4	-1.0	-1.3	-1.2	-8.3	-0.4	3.9	-0.9	1.5	-1.3	-0.3
- CCCn1c(SCC(=O)N2CCc3ccccc32)nnc1-c1ccncc1
    0.5	.	1.2	0.9	-0.7	0.0	-7.2	-0.6	1.6	-1.3	.
- CN(CC(=O)Nc1n[nH]c(=S)s1)S(=O)(=O)c1cccc2cccnc12
    -3.1	0.3	3.6	-2.7	5.3	-0.4	-2.9	-0.4	-2.0	0.4	1.0
- Cc1ccc(CNC(=O)CSc2nc3n[nH]c(C)c3c(=N)n2-c2cccc(C)c2)cc1
    -18.5	-3.0	-2.7	-3.3	-5.6	-0.2	-2.1	-1.3	1.9	-3.0	0.4
- Cc1ccc(Oc2ncccc2N)c2c1CCC2
    -3.1	-0.6	-0.6	0.5	0.8	-0.2	0.2	-1.2	-0.5	1.8	3.5

Compound activity as filed in PubChem.
